AMPAR-TARP mod: GluA2-stargazin AMPA receptor complex modulation. HEK293 GluA2+stargazin, membrane potential dye (FDSS), glutamate EC50; hits were called plate by plate, in both directions. calls only at 30 µM. 3.5% of 40,000 active. AID 1259245;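 active = any of four per-well response measures lying three or more SD from its plate-wide compound average, in either direction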
AMPAR-TARP mod agonism max-min: second read-out of AMPAR-TARP mod, no call of its own (marks repeat the call); compound max-min signal; compound-alone response (agonism);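 unitless range of fluorescence divided by baseline over first 100 seconds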
AMPAR-TARP mod glutamate slope: second read-out of AMPAR-TARP mod, no call of its own (marks repeat the call); glutamate slope, % of max; measured here: glutamate response slope, % max;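 scaled per plate between vehicle wells and maximal 1 mM glutamate control wells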
* marks the source's active call; other numbers are inactive results; i = inactive; + = active, no number.

| SMILES | AMPAR-TARP mod | AMPAR-TARP mod agonism max-min | AMPAR-TARP mod glutamate slope |
| --- | --- | --- | --- |
| CCS(=O)(=O)c1ccc(CC(=O)Nc2ccc(Br)cc2C(=O)c2ccccc2)cc1 | i | 0.0519 | 73.1 |
| COc1ccc(C2(CN)CCOCC2)cc1OC | i | 0.0403 | 50.6 |
| CN(C)C(=O)Oc1ccc2c(c1)O/C(=C\c1c(Cl)cccc1Cl)C2=O | i | 0.0858 | 59.6 |
| CC(=O)OC(CN1CCOCC1)Cn1c2ccccc2c2ccccc21 (stereo not given) | i | 0.0649 | 68.9 |
| CCC(C)NC(=O)c1c(N)n(CC2CCCO2)c2nc3ccccc3nc12 (stereo not given) | i | 0.174 | 56.7 |
| Cc1ccc(Cl)cc1S(=O)(=O)NCC#CCN(C)C | i | 0.0943 | 49.2 |
| Cc1ccc(NC(=O)NCC2CCN(C(=O)Oc3ccccc3)CC2)cc1C | + | 0.0601* | 47.4* |
| NCC1(O)CCc2ccccc21 (stereo not given) | i | 0.0459 | 46.3 |

| SMILES | AMPAR-TARP mod | AMPAR-TARP mod agonism max-min | AMPAR-TARP mod glutamate slope |
| --- | --- | --- | --- |
| CN(C)CC#CCNS(=O)(=O)c1ccc(Br)cc1 | i | 0.101 | 55.9 |
| CCCNC(=O)c1c(N)n(CCC(C)C)c2nc3ccccc3nc12 | i | 0.139 | 61.9 |
| Nc1c(C(=O)NCc2cccs2)c2nc3ccccc3nc2n1Cc1ccccc1 | i | 0.129 | 63.0 |
| Nc1nc(=S)[nH][nH]1 | i | 0.11 | 43.5 |
| O=C(COc1ccccc1)N1CCN(Cc2nnnn2-c2ccc(F)c(F)c2)CC1 | i | 0.052 | 59.3 |
| CCOCCCNC(=O)c1c(N)n(Cc2ccccc2)c2nc3ccccc3nc12 | i | 0.118 | 54.2 |
| CCN(CC)CCCNC(=O)c1cc2cccnc2n(Cc2ccc(F)cc2)c1=O | i | 0.079 | 69.4 |
| O=C(Cc1ccc(F)cc1)N1CCN(Cc2nnnn2-c2ccc(F)c(F)c2)CC1 | i | 0.0439 | 59.2 |

Random excerpt: three entries already listed
| SMILES | AMPAR-TARP mod | AMPAR-TARP mod agonism max-min | AMPAR-TARP mod glutamate slope |
| --- | --- | --- | --- |
| Nc1nc(=S)[nH][nH]1 | i | 0.11 | 43.5 |
| O=C(Cc1ccc(F)cc1)N1CCN(Cc2nnnn2-c2ccc(F)c(F)c2)CC1 | i | 0.0439 | 59.2 |
| O=C(COc1ccccc1)N1CCN(Cc2nnnn2-c2ccc(F)c(F)c2)CC1 | i | 0.052 | 59.3 |

Reprinted from the listing, six compounds:
| SMILES | AMPAR-TARP mod | AMPAR-TARP mod agonism max-min | AMPAR-TARP mod glutamate slope |
| --- | --- | --- | --- |
| Nc1c(C(=O)NCc2cccs2)c2nc3ccccc3nc2n1Cc1ccccc1 | i | 0.129 | 63.0 |
| Nc1nc(=S)[nH][nH]1 | i | 0.11 | 43.5 |
| O=C(COc1ccccc1)N1CCN(Cc2nnnn2-c2ccc(F)c(F)c2)CC1 | i | 0.052 | 59.3 |
| CCOCCCNC(=O)c1c(N)n(Cc2ccccc2)c2nc3ccccc3nc12 | i | 0.118 | 54.2 |
| CCN(CC)CCCNC(=O)c1cc2cccnc2n(Cc2ccc(F)cc2)c1=O | i | 0.079 | 69.4 |
| O=C(Cc1ccc(F)cc1)N1CCN(Cc2nnnn2-c2ccc(F)c(F)c2)CC1 | i | 0.0439 | 59.2 |

(list continues)
| SMILES | AMPAR-TARP mod | AMPAR-TARP mod agonism max-min | AMPAR-TARP mod glutamate slope |
| --- | --- | --- | --- |
| Cc1ccc2c(CC(=O)N3CCN(Cc4ccccc4)CC3)cc(=O)oc2c1 | i | 0.0489 | 54.5 |
| Cc1ccc(C(CN)OCCO)cc1 (stereo not given) | i | 0.0518 | 64.5 |
| c1ccc(CN2CC3CCC(C2)N3)cc1 | i | 0.0477 | 7.0 |
| COc1cccc(/C=C2\Oc3cc(OC(=O)N(C)C)ccc3C2=O)c1 | i | 0.106 | 56.8 |
| O=C1C2C3C=CC(O3)C2C(=O)N1c1ccc(Br)cc1 (stereo not given) | i | 0.0784 | 40.1 |

Assay outcomes as filed in PubChem BioAssay.

The list is partial. The share of hits here may be higher or lower than overall.
